# p53ts 39C tox: kills p53ts cells at the nonpermissive temperature. H1299-p53A138V viability at 39C, ATP luminescence, 24 h. Potency, µM (series often up to 46.1 µM), for the others: at the top dose activity change, negative = cell killing, usual class: cytotoxic. actives 1.5% (n = 130,000). AID 902; further: nearly all actives have a fitted effect of over 55% in size
# p53ts 32C tox: cytotoxicity in p53ts cells at permissive temperature. actives 0.93% (n = 130,000). H1299-p53A138V at 32C, ATP luminescence viability, 24 h. Potency, µM (doses to about 46.1 µM), for inactives: top-dose activity change, negative = cytotoxicity, most hits filed as cytotoxic;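 further: 0% = DMSO and -100% = full killing by reference compound; nearly all actives have a fitted effect of over 55% in size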
#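 ATP-content luminescence (ATPlite) read-out after 24 h compound exposure at 32C in H1299-p53A138V cells (600/well). Tested up to 46 uM. Normalized to DMSO (0%) and 100 uM tamoxifen (100% killing); Hill-fit AC50.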
# Peg3 imprint: genomic imprint erasure induction. mouse ES Peg3-LacZ reporter, beta-gal luminescence, 40 h. Potency, µM (doses to about 60.7 µM), for the others: top-dose activity change, positive = activation, most hits filed as activators. actives 0.02% (n = 110,000). AID 1948;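 further: 0% = negative control wells on the plate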
#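 Imprint erasure is scored as LacZ activity from the silenced maternal Peg3 allele in feeder-free female ES cells cultured 40 h with LIF. Luminescence is normalized to in-plate negative controls and fitted to the Hill equation.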
# IkB signaling: suppresses IkB signaling in ABC-DLBCL reporter cells. ABC-DLBCL IkBa-CBG/CBR dual luciferase ratio, 4 h; response scale: scaled: untreated 0%, proteasome inhibitor 100%. actives 0.04% (n = 110,000). AID 445. Potency, µM (highest dose often 57.1 µM), for the others: at the top dose IkBa stabilization activation; active means well fitted curve in the direction sought with a large enough effect in the signal ratio, not every such curve was filed as active; inconclusive means small, poorly fitted or top-dose-only effect, or a change in a side signal; the % refers to the signal ratio;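 further: the direction sought is a rising ratio; 0% = basal untreated cells and 100% = reference inhibitor full response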
#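 Luminescence ratio of IκBα-fused green versus native red beetle luciferase in OCI-Ly3 cells, 4 h post-doxycycline with compound; red signal alone, scaled from basal (0%) to zero light (-100%), flagged nonspecific or cytotoxic effects.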
# Starred values were filed as active, the others as inactive; ? = inconclusive; . = no result given; [ ] = remark or other dose. Unless noted, the call rests on the fitted dose curve; in most records, active means well fitted curve in the direction sought with a large enough effect; inconclusive means small, poorly fitted or top-dose-only effect, or another doubt; inactive means no such curve, though single readings can be large; an effect the other way counts as inactive or inconclusive. Unless noted, on the % scale 0 is the no-effect control and ±100 the full control effect; potency means the concentration at half of the fitted maximal effect. Not a hit list; about 1.7% have a hit in one of these screens.
SMILES,p53ts 39C tox,p53ts 32C tox,Peg3 imprint,IkB signaling
Cc1[nH]n(-c2ccccc2)c(=O)c1S(=O)(=O)c1ccccc1,-13%,3%,-1%,0.2%
COc1ccc(CCN2C(=O)c3[nH]nc(-c4ccccc4O)c3C2c2cccc(OC)c2)cc1 (stereo not drawn),?,20%,10%[10.9 µM],?
Cn1nnc2c(NCc3ccccc3Cl)ncnc21,-18%,4%,7%[10.9 µM],?
COc1cccc(C2NC(CC(C)C)(C(=O)O)C3C(=O)N(Cc4ccccc4)C(=O)C23)c1O (stereo not drawn),0%,4%,-8%,1.3%
CC(CN1CCCCC1)OC(=O)c1ccccc1Cl (stereo not drawn),4%,-6%,-7%,2.5%
COc1ccc(C2C(C(=O)NCC3CCCO3)CCC(=O)N2c2ccc3c(c2)OCO3)cc1 (stereo not drawn),28%,15%,2%,-1.0%
COC(=O)C1(C)C=C2C(=C(c3ccccc3)C(=O)C2C)CN1 (stereo not drawn),1%,6%,4%,.
COc1ccc(OC)c([C@@H]2Nc3ccc(C(=O)O)cc3[C@@H]3C=CC[C@@H]32)c1,-1%,12%,-13%[10.9 µM],?
O=C(O)CSc1nnc(-c2cccs2)n1-c1ccc(Cl)cc1,3%,-3%,-5%,0.9%
Cc1ccccc1-c1nc(CN2CCC(C(=O)N3CCN(c4ccccn4)CC3)CC2)c(C)o1,-6%,-10%,-14%,?
COc1ccccc1NC(=O)C1CC(=O)OC1c1ccccc1 (stereo not drawn),8%,2%,5%,6.1%
O=C(NCc1ccccn1)c1cc(S(=O)(=O)N2CCN(c3ccccc3)CC2)ccc1Cl,10%,4%,-14%,?
CCCC(=O)Nc1ccc(Cl)c(NC(=S)NC(=O)c2ccco2)c1,-6%,?,.,.
CCOC(=O)c1c(NC(=O)c2ccc(OCC)c(Br)c2)sc2c1CCCC2,15%,9%,-6%[10.9 µM],3.8%
COCCN(C(=O)C(C)C)c1nnc(-c2cccc(C)c2)s1,-11%,1%,-10%,-0.7%
CCN(CC)c1ncccc1C(=O)NCc1cccs1,8%,-1%,-8%,0.1%
Cc1ccccc1-c1noc(-c2ccc(N3CCOCC3)c([N+](=O)[O-])c2)n1,-4%,-6%,-2%[10.9 µM],-2.9%
COC(=O)c1cc(NC(=O)CN2CCOCC2)cc(C(=O)OC)c1,0%,0%,-4%,0.7%
COc1ccc2[nH]cc(CCNC(=O)Nc3ccc(F)cc3)c2c1,-2%,5%,-5%[10.9 µM],?
CCC1CCCCN1CCn1c(=S)[nH]c2cc(OC)c(OC)cc2c1=O (stereo not drawn),0%,-8%,10%,1.8%
Cc1ccc2c(c1)N(CC(=O)NC1CCC(C)CC1)C(=O)CO2 (stereo not drawn),-3%,10%,-3%,0.2%
CC(=O)Nc1c(O)nc(SCC(=O)Nc2nnc(CC(C)C)s2)[nH]c1=O,11%,9%,7%,1.3%
CCNc1ncc2nc(-c3cccs3)c(=O)n(Cc3ccc(F)cc3)c2n1,-5%,-19%,6%,-0.6%[11.4 µM]
Cc1ccccc1-c1nc(CS(=O)CC(=O)NCCCN(C)c2ccccc2)c(C)o1 (stereo not drawn),-20%,1%,-14%,?
COc1ccccc1-c1oc2ccccc2c(=O)c1OC,-1%,4%,-8%,-0.3%[11.4 µM]
COc1ccccc1C(c1nnnn1C(C)(C)C)N1CCN(C(=O)c2ccco2)CC1 (stereo not drawn),5%,0%,-4%,0.4%
CCC(CC)C(=O)Nc1cccc(C(=O)NCc2ccco2)c1,-12%,2%,-11%,0.4%
O=C(CN1CCN(c2ccccc2)CC1)N1CCN(c2ccccc2)CC1,5%,3%,-10%,1.9%
CC(=O)N1CCN(CC(=O)Nc2c(Cl)cc(Cl)cc2Cl)CC1,-4%,6%,0%,0.6%
CC(C)CC(NC(=O)C(CC(C)C)NC(=O)OC(C)(C)C)C(N)=O (stereo not drawn),9%,-9%,.,.
CSc1ccccc1NC(=O)c1onc(C)c1Cl,3%,-1%,-15%,5.4%
COc1ccc(Br)cc1C(=O)NCc1cccnc1,6%,0%,-11%,0.3%
COc1ccc(C(=O)Nc2ccc(N(C)Cc3ccccc3)c(C(=O)O)c2)cc1,-29%,-1%,-12%[10.9 µM],-0.9%
Cc1ccc(CCNC(=O)CCCc2nnc3n(C)c(=O)c4sccc4n23)cc1,-8%,2%,-9%[10.9 µM],-0.7%
CCOc1ccccc1NC(=O)c1c(NCc2sccc2C)sc2c1CCC(C)C2 (stereo not drawn),5%,-13%,-6%[10.9 µM],3.5%
CCCCCCC#CC1C=CC(OC(=O)OCC)C(COC(=O)OCC)O1 (stereo not drawn),-8%[9.22 µM],1%[9.22 µM],.,.
CC(C)(C)OC(=O)N1CCC(c2c(C(=O)N3CCC(c4ccccc4)C3)cnn2-c2ccc(Cl)cc2)CC1 (stereo not drawn),-1%,39%[activator],9%[10.9 µM],-0.1%
O=C(CCc1ccc(S(=O)(=O)N2CCOCC2)cc1)NCCc1ccccn1,6%,-5%,-6%,-0.4%
COc1ccc(Cl)cc1NC(=O)C1CCN(c2nnc(C)c3c(C)n(-c4ccccc4)nc23)CC1,2%,0%,-5%[10.9 µM],?
Cc1ccc(NC(=O)CCSc2nnnn2-c2ccc3c(c2)OCO3)cc1C,17%,-6%,-5%,?
CCC(OC(=O)c1nsc(Cl)c1Cl)C(=O)NCc1cccs1 (stereo not drawn),0%,5%,.,.
COc1cc(NC(=O)C2CCCCC2)c(OC)cc1NC(=O)CCC(=O)NCc1ccco1,9%,4%,-8%,0.0%
COC(=O)c1ccc(C(NC(=O)OCc2ccccc2)/C(I)=C/[C@@H](C)C(=O)NCc2ccc(C)o2)cc1 (stereo partly drawn),-10%,-2%,-17%,.
C[C@@]1(C(NC(=O)c2ccccc2)c2ccc(-c3ccccc3)cc2)C[C@H]1C1CCCCC1 (stereo partly drawn),6%,9%,-15%,.
Cc1c(C(=O)N2CCN(c3ccccc3F)CC2)sc2nc(-c3ccccc3)cn12,-22%,-12%,-6%,2.4%
CCOc1ccccc1N1C(=O)c2cccnc2C1=O,3%,3%,9%,-0.1%
OCc1ccncc1.OCc1ccncc1.[Cl][Pt]([Cl])([Cl])[Cl],-3%[9.22 µM],3%[9.22 µM],-7%[10.9 µM],3.7%[11.4 µM]
CCc1ccc(-n2c(=O)c3c4c(sc3n(CC(=O)c3ccc(Cl)cc3)c2=O)CCC4)cc1,-29%,-6%,-12%[10.9 µM],2.2%
Cc1cc(=O)n(CCO)c(O)c1C#N,9%,-2%,6%,0.4%
CCc1ccc2occ(CC(=O)Nc3c(C(=O)Nc4ccc(C)cc4)oc4ccccc34)c2c1,32µM*,-29%,-3%[10.9 µM],?
Cc1c(C)n(C)c2ccc(C(=O)N3CCN(c4ccccc4)CC3)cc12,-15%,5%,2%[10.9 µM],?
CCOc1ccc(C(=O)NCc2ccc3c(c2)CCN3C(=O)c2ccc(Cl)cc2)cc1,-12%,13%,-12%[10.9 µM],2.6%
CCc1ccc(NC(=O)CSc2ccc3nc(-c4ccc(OC)cc4)cn3n2)cc1,?,-24%,-21%[10.9 µM],?
Cc1ccccc1Cn1c(SCc2ccc(C(=O)NC3CCCC3)cc2)nc2ccncc21,-3%,10%,2%[10.9 µM],?
O=C(c1ccc(S(=O)(=O)N2CCCCC2)cc1)c1nnc(-c2ccc(Cl)cc2)o1,-4%,0%,3%,2.1%
CC1(CCC#N)N=C(SCCC#N)N(c2ccccc2)C1=O (stereo not drawn),13%,3%,.,13%
Cc1ccccc1C(=N)c1ccccc1Cc1cccc2ccccc12,14%[9.22 µM],12%[9.22 µM],-4%[10.9 µM],1.4%[11.4 µM]
C=C(C)Cn1c(CNC(C)=O)nc2ccccc21,-2%,2%,1%,-0.3%
CC(C)N(C(=O)CSc1nnnn1C1CCCC1)C(C)C,0%,7%,-6%,0.7%
CC(C)C(OC(=O)c1ccco1)C(=O)NCc1ccccc1 (stereo not drawn),8%,-7%,-6%,1.5%
# Carrying on:
SMILES,p53ts 39C tox,p53ts 32C tox,Peg3 imprint,IkB signaling
Cc1cc(C)n2c(SCC(=O)Nc3ncc(C(F)(F)F)cc3Cl)nnc2n1,0%,-4%,-7%,0.9%
CCCNC(=O)Cn1cnc2sc(C(=O)N3CCN(CCC)CC3)c(C)c2c1=O,1%,-2%,-5%,-1.2%
Cc1ccc(N2CC(C(=O)NCC3CCCO3)CC2=O)cc1Cl (stereo not drawn),-3%,-4%,5%,-0.3%
Cc1ccc(CN2CCCn3nc(C(=O)NCc4ccccc4Cl)cc3C2=O)cc1,-3%,0%,-13%[10.9 µM],?
O=C(NCCS(=O)(=O)N1CCN(c2ccccc2F)CC1)C1CC(=O)N(c2ccc(F)cc2)C1 (stereo not drawn),8%,-1%,-6%[10.9 µM],4.2%
COc1ccc(Oc2ncc3nc(-c4ccccc4)c(=O)n(C4CC4)c3n2)cc1,9%,-3%,.,-3.1%[11.4 µM]
c1ccc2c(c1)ccc1ccccc12,5%,13%[1.84 µM],-3%,5.9%
CC1(C)CC(=O)c2cc(OCC(=O)N3CCN(c4ccccc4F)CC3)ccc2O1,3%,-6%,-8%,5.0%
CC(C)c1ccc(C2CC(=O)Nc3cc4c(cc32)OCCO4)cc1 (stereo not drawn),?,-5%,-10%[10.9 µM],?
CN1CCN(C(=O)c2cc3nc(-c4ccc(F)cc4)cc(C(F)(F)F)n3n2)CC1,4%,-2%,-20%,-3.1%
CN(Cc1cc(C(C)(C)C)cc(Br)c1O)Cc1cc(C(C)(C)C)cc(Br)c1O,-29%[9.22 µM],-7%[9.22 µM],-20%[10.9 µM],-0.9%[11.4 µM]
COc1ccccc1CNC(=O)C(C)NS(=O)(=O)c1ccc(C)cc1 (stereo not drawn),13%,7%,-9%,-1.1%
COc1ccc(-c2c3c(nc4sc(C(=O)Nc5cc(C)on5)c(N)c24)CCC3)cc1,-4%,4%,4%,1.3%
O=S(=O)(c1ccc2ccccc2c1)n1cnc2ccccc21,-12%,-5%,12%,-4.4%
COc1cccc(-c2nnc(-c3ccccc3NC(=O)c3ccc(F)cc3F)o2)c1,29%,-3%,-10%[10.9 µM],1.7%

# Of the compounds above, 2 contain a CF3 group:
SMILES,p53ts 39C tox,p53ts 32C tox,Peg3 imprint,IkB signaling
Cc1cc(C)n2c(SCC(=O)Nc3ncc(C(F)(F)F)cc3Cl)nnc2n1,0%,-4%,-7%,0.9%
CN1CCN(C(=O)c2cc3nc(-c4ccc(F)cc4)cc(C(F)(F)F)n3n2)CC1,4%,-2%,-20%,-3.1%

# Given as tab-separated lines: part of the list above.
molecule	p53ts 39C tox	p53ts 32C tox	Peg3 imprint	IkB signaling
Cc1cc(C)n2c(SCC(=O)Nc3ncc(C(F)(F)F)cc3Cl)nnc2n1	0%	-4%	-7%	0.9%
CC(C)c1ccc(C2CC(=O)Nc3cc4c(cc32)OCCO4)cc1 (stereo not drawn)	?	-5%	-10%[10.9 µM]	?

# Laid out differently: results already given
Molecule | p53ts 39C tox | p53ts 32C tox | Peg3 imprint | IkB signaling
CCN(CC)c1ncccc1C(=O)NCc1cccs1 | 8% | -1% | -8% | 0.1%
Cc1ccccc1-c1noc(-c2ccc(N3CCOCC3)c([N+](=O)[O-])c2)n1 | -4% | -6% | -2%[10.9 µM] | -2.9%
COC(=O)c1cc(NC(=O)CN2CCOCC2)cc(C(=O)OC)c1 | 0% | 0% | -4% | 0.7%
COc1ccc2[nH]cc(CCNC(=O)Nc3ccc(F)cc3)c2c1 | -2% | 5% | -5%[10.9 µM] | ?
CCC1CCCCN1CCn1c(=S)[nH]c2cc(OC)c(OC)cc2c1=O (stereo not drawn) | 0% | -8% | 10% | 1.8%

# Screening results deposited in PubChem BioAssay by National Center for Advancing Translational Sciences (NCATS).
